# Screens deposited in PubChem by Sanford-Burnham Center for Chemical Genomics.
# TAG inh: reduces triacylglycerol accumulation in H9c2 cells | inhibition, % at 12.5 µM | Nile Red lipid (TAG) fluorescence; cells loaded with 200 µM oleic acid | actives 0.66% (n = 230,000);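 active = pattern-corrected inhibition of lipid staining of at least 50% with the nuclear-stain viability signal not falling by more than 50%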;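 also: 0% = DMSO wells and 100% = triacsin C control wells; some results filed as inactive read as strong as hits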
# TAG inh DAPI viability: second read-out of TAG inh, no call of its own (marks repeat the call); DAPI nuclei signal change (viability), lower = more cytotoxic, %;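 whole-well DAPI fluorescence read on a plate reader as a viability signal; minus 50 percent equals half of cells still viable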
# Numbers without * were called inactive. An excerpt; count on the stated rates, not on these rows.
SMILES	TAG inh DAPI viability	TAG inh
COc1cccc(C(=O)Nc2nnc(-c3ccc(Cl)cc3)o2)c1	13	-6
COC(CNC(=O)C(=O)NCC1OCCN1S(=O)(=O)c1ccccc1)OC (configuration not stated)	-2	23
Cc1cc(-n2c(C)cc(C(=O)CSc3nc(N)cc(=O)[nH]3)c2C)no1	-3	0
CN=c1nc(-c2ccccc2)n(-c2ccccc2)s1	7	-5
CN(C)CCN(C(=O)c1ccc2c(c1)OCCO2)c1nc2ccc(Cl)cc2s1	-1	11
Cc1cc(C)n2nc(C(=O)N(C)C(c3ccccc3)c3ccccc3)nc2n1	-1	0
COc1cccc(/C=N/Nc2nc3ccccc3[nH]2)c1O	-24*	59*
O=C(CNC(=O)c1cc2c(n(-c3ccccc3)c1=O)CCCC2=O)c1ccccc1	-7	4
NC(=O)c1cc(S(=O)(=O)N2CCOCC2)ccc1N1CCCC1	7	-21
COc1ccc(/C=C/C(=O)Nc2nc(N)n(-c3ccccc3)n2)cc1	5	-2
Nn1c(SCC(=O)Nc2ccc3c(c2)OCCO3)nnc1C(F)(F)F	9	-11
COc1ccc(NC2=CC(c3ccc(OC)c(OC)c3)N(c3ccc(OC)cc3)C2=O)cc1 (configuration not stated)	-4	-20
CCOCCCNC(=S)N(CCO)Cc1cc2cc3c(cc2[nH]c1=O)OCCO3	0	6
CCOC(=O)CNS(=O)(=O)c1c(C)noc1C	4	2
CCOc1ccccc1N1CCN(Cc2cc3c(cc2[N+](=O)[O-])OCO3)CC1	-1	-12
CC(C)(C)NC(=O)COc1ccc(CNc2ncn[nH]2)cc1	-1	-4
CC(C)(C)C1CCC(C(=O)OCC(=O)N2CCN(C(=O)c3ccco3)CC2)CC1 (configuration not stated)	-1	-20
Cc1ccccc1-n1c(SCC(=O)N(C)C2CCS(=O)(=O)C2)nc2ccccc2c1=O (configuration not stated)	9	-7
Cc1ccc(F)c(S(=O)(=O)NC(=O)C2(C)CCN2C(=O)c2cccc3ccccc23)c1 (configuration not stated)	-25	1
CCc1cccc(NC(=O)CN(C)C2=NS(=O)(=O)c3ccccc32)c1	-5	28
COc1cc(OC)c(OC)cc1/C=N/NC(=S)NCC1CCCO1 (configuration not stated)	3	6
O=[N+]([O-])c1ccc(N2CCN(C(=S)c3cccc([N+](=O)[O-])c3)CC2)cc1	-3	-2
CC(C)NC(=O)C1(C)CCN1Cc1ccc(-c2ccccc2)cc1 (configuration not stated)	8	-9
CN(C)S(=O)(=O)c1ccc(C(=O)OCn2nnc3ccccc3c2=O)cc1	-3	-2
Cc1ccc(S(=O)(=O)N(C)c2ccc(C(=O)NCc3ccccc3F)cc2)cc1	-3	-5
CSc1ccc(/C=C(\NC(=O)c2ccc(C)cc2)C(=O)NN)cc1	12	-5
Cc1ccc(C)n1CCN1CCN(C(=O)CC#N)CC1	13	-6
Cc1ccc[n+](CC(=O)Nc2nc3ccccc3s2)c1	-9	-19
Cc1ccc(C(=O)Cn2c(C)cc(C)c(C#N)c2=O)cc1	-1	6
Cn1c(CO)cnc1S(=O)(=O)Cc1ccc([N+](=O)[O-])cc1	5	-6
C[C@H](CO)N1C[C@H](C)[C@@H](CN(C)C(=O)C2CCCCC2)OCc2cnnn2CCCC1=O	-1	9
Cc1ccc(CN2CC(=O)N3[C@H]4c5cc(Cl)ccc5OC[C@@H]4[C@H](c4ccccc4)[C@]3(C)C2=O)cc1	6	-7
CCOc1ccc(C(=O)Nc2ccc(NC(=O)c3ccccc3)c(C)c2)cc1[N+](=O)[O-]	-15	20
Cc1cc(C(=O)OCC(=O)Nc2cc(S(=O)(=O)N(C)C)ccc2C)c2ccccc2n1	5	-6
COc1ccc(-c2nn(-c3ccccc3)cc2C(=O)N(C)CC(=O)Nc2ccc(N3CCOCC3)cc2)cc1	0	11
O=C(NCCN1CCCCC1)c1ccco1	-1	-18
COc1ccc(NC(=O)CN2CCN(S(=O)(=O)c3ccc(F)cc3)CC2)cc1Cl	1	-26
COc1ccc(CCNC(=O)C2CC(c3ccc(C(F)(F)F)cc3)=NO2)cc1 (configuration not stated)	-1	5
Cc1cccc(NC(=O)c2cc(-c3ccccn3)nc3ccccc23)c1C	3	-12
COc1ccccc1CNC(=O)COC(=O)/C=C/c1ccc(OC(F)F)c(OC)c1	-1	-7
CCCCn1c(N)c(N(CC(C)C)C(=O)C2CCC2)c(=O)[nH]c1=O	7	-8
CCCS(=O)(=O)N1CCn2c(nc3ccccc32)C1	2	4
O=C(O)CN1C(=O)C2(OCCO2)c2cc(Br)ccc21	5	-2
Cc1cc(C)cc(OCC(=O)NNC(=O)C2CCCO2)c1 (configuration not stated)	-13	4
COc1cccc(C(O)c2nc(-c3ccc(N(C)C)cc3)cs2)c1 (configuration not stated)	9	-25
O=c1[nH]c2cc3c(cc2cc1CN(Cc1ccco1)C(=S)NCCCN1CCOCC1)OCCO3	26	-15
CCOc1ccc(NC(=S)N(CCOC)C(C)c2ccco2)cc1 (configuration not stated)	5	-7
CCCCOc1ccc(C(=O)Nc2ccc(N3CCN(C(C)=O)CC3)cc2)cc1	0	47
CCn1c(CN2c3ccccc3Sc3ccccc32)n[nH]c1=S	-1	-6
O=C(N/N=C/c1ccccc1[N+](=O)[O-])C(=O)N1CCCC1	115	-5

# Entries of single compounds, looked up by structure. Order of screens: TAG inh DAPI viability	TAG inh
# Entry for Cc1ccc(C)n1CCN1CCN(C(=O)CC#N)CC1 = 13	-6
# Entry for COc1ccc(CCNC(=O)C2CC(c3ccc(C(F)(F)F)cc3)=NO2)cc1 (configuration not stated) = -1	5
# Entry for Cc1ccc(C(=O)Cn2c(C)cc(C)c(C#N)c2=O)cc1 = -1	6
# Entry for COc1ccc(-c2nn(-c3ccccc3)cc2C(=O)N(C)CC(=O)Nc2ccc(N3CCOCC3)cc2)cc1 = 0	11
# Entry for Cc1cc(C)cc(OCC(=O)NNC(=O)C2CCCO2)c1 (configuration not stated) = -13	4

# More compounds
SMILES	TAG inh DAPI viability	TAG inh
Cn1nc(C(=O)NCc2cccc(F)c2)cc1C(=O)NCc1cccc(F)c1	-11	17
COc1cccc(-c2ccc(NC(=O)C3CCCN(Cc4cnn(C(C)C)c4)C3)cc2)c1 (configuration not stated)	0	-4
O=C(N/N=C/C=C\c1ccco1)c1ccccn1	-1	7
O=C(NCc1cccnc1)c1ccc2sc([C@@H]3O[C@H](CO)[C@H](O)[C@H](O)[C@H]3O)nc2c1	-1	9
CC1=NN(C(=O)c2ccc(Br)cc2)C(O)(C(F)(F)OC(F)(F)F)C1 (configuration not stated)	11	6
COc1ccc(CC(=O)N/N=C(\C)CC(=O)NCc2ccco2)cc1OC	4	1
O=C(COC(=O)c1ccccc1Cc1ccccc1)NC1CCS(=O)(=O)C1 (configuration not stated)	-2	5
COc1ccc2cc(CCl)c(Cl)nc2c1	1	-1
CC(C)CNC(=O)c1ccc(Cl)c(Cl)c1	4	-1
O=C(CNC1CC1)Nc1cc(C(F)(F)F)ccc1Cl	1	-7
CN(C)/C=C(\C(=O)c1ccccc1)c1nnnn1-c1ccc(F)cc1	-11	3
Cc1ccc(-n2c(C)nc3c(cnn3-c3ccc(F)cc3)c2=O)cc1	-6	-109
N#CCC(=O)Nc1ccc(C(=O)NNC(=S)NC2CC2)cc1	6	-2
CC1CCc2nc(/C(C#N)=C/c3cccnc3)sc2C1 (configuration not stated)	4	4
Cc1ccc(CNC(=O)C(=O)NCC2OCCN2S(=O)(=O)c2ccc(Cl)cc2)cc1 (configuration not stated)	-3	18
Cc1ccnc(SCC(=O)Nc2sc3c(c2C#N)CCCC3)n1	7	-44
O=c1oc2ccccc2c(Cl)c1CN1CCCCC1	-30	35
CCOC(=O)CSc1nc(C)c2cc(OC)ccc2n1	8	-8
Cc1noc(C)c1NC(=O)Nc1cccc2c1O[C@H](CN(C)S(=O)(=O)c1ccc(F)cc1)[C@@H](C)CN([C@H](C)CO)C2=O	22	-19
Cc1cccc(NC(=O)Cn2cnc3c(oc4ccccc43)c2=O)c1	-16	9
NC(=O)[C@@H]1CC2(CC(c3cccc(NC(=O)COc4ccc(Cl)cc4)c3)=NO2)CN1C(=O)COc1ccc(Cl)cc1 (some centres not stated)	9	-16
COC(=O)c1ccc(NC(=O)CN(c2ccc(OC)cc2)S(C)(=O)=O)cc1	-28	-17
O=C(CN1CCCCC1)NNc1nc(-c2ccccc2)c2cc(Br)ccc2n1	7	-5
COc1ccc2c(ccc[n+]2[O-])c1	5	8
Cc1ccccc1C(=O)N1CCN(c2ccc(NC(=O)c3cccc(OC(C)C)c3)cc2)CC1	7	12
CCOC(=O)CSC1=NC(=O)/C(=C\c2ccc(Cl)cc2)S1	2	-18
CN(C)CCC(Oc1ccccc1OCc1ccccc1)c1ccccc1 (configuration not stated)	5	9
O=C(Nc1ccc2oc(-c3cccnc3)nc2c1)c1ccc([N+](=O)[O-])o1	-38*	75*
CCN(CC)S(=O)(=O)c1cccc(NC(=O)COC(=O)c2[nH]c(C)c(C(C)=O)c2C)c1	-1	5
Cc1ccc2nc(NC(=O)c3ccc(N4C(=O)CCC4=O)cc3)sc2c1	3	-14
COc1ccccc1Nc1nc(-c2cccc([N+](=O)[O-])c2)cs1	10	12
Fc1ccccc1Cn1nnc2c(-n3ccnc3)ncnc21	-14	-14
COC(=O)c1c(NC(=O)Cc2ccc(OC)c(S(=O)(=O)N3CCOCC3)c2)sc(C)c1C	-9	-18
O=C(CSc1nnc2scc(-c3ccccc3)n12)NCc1ccc2c(c1)OCO2	7	-6
COc1ccc(C2(OC)Oc3cc(OC)ccc3C(=O)C2(O)OC)cc1 (configuration not stated)	-4	8
CC(C)(C)c1ccc(OCc2nnc(SCC(N)=O)n2N)cc1	3	-6
CCOC(=O)c1sc2nc(Cc3ccc(Cl)cc3)[nH]c(=S)c2c1C	2	15
CC1CN(C(=O)c2cc(S(=O)(=O)N3CCCCC3)ccc2Cl)CC(C)O1 (configuration not stated)	-5	-2
O=C(Nc1ccc(Oc2ncnc3cc(Cl)ccc23)nc1)Nc1cccc(C(F)(F)F)c1	8	2
O=C(Nc1cc(C(F)(F)F)ccc1N1CCOCC1)c1cnccn1	3	14
O/N=C1\CCCc2ccc3ccccc3c21	7	-5
O=C(Nc1nnc(SCC(=O)N2CCCC2)s1)C1CC(=O)N(c2ccccc2)C1 (configuration not stated)	3	-3
CCCC1C(c2ccccc2)C(C#N)(C#N)C2(C#N)CC1(N)NC2=O (configuration not stated)	-4	-2
O=C(CCc1nc2ccccc2s1)OCC(=O)c1ccc[nH]1	4	-10
Clc1ccc(NCc2nncn2-c2ccccc2)cc1	13	-9
CC(C)C1C(=O)N(Cc2cn(Cc3ccco3)nn2)CCS(=O)(=O)N1Cc1ccc(-c2ccc(Cl)cc2)cc1 (configuration not stated)	20	8
Cc1ccc(C2CN(C)C3(C(=O)Nc4ccccc43)C23COc2ccccc2C3=O)cc1 (configuration not stated)	-16	30
O=C(Nc1nc2ccccc2n1CCOc1ccc(Cl)cc1)c1ccco1	-9	-14
Cn1ccnc1SCC(=O)Nc1ccc(Cl)cn1	-3	4
O=C(COc1ccc(Cl)cc1)NNC(=O)c1ccncc1	-2	6

# Later entries
SMILES	TAG inh DAPI viability	TAG inh
O=C(CNCc1ccccc1)Nc1ccc(F)cc1	1	-5
COc1ccc(CN(C)c2ccc(S(=O)(=O)N3CCN(C)CC3)cc2[N+](=O)[O-])cc1OC	-10	-23
CC(C)N(Cc1ccccc1)C(=O)CN1c2cccc3cccc(c23)S1(=O)=O	1	3
O=C1c2ccccc2C2(c3ccccc3)NCCCN12 (configuration not stated)	-1	-2
CCN(CC)c1ccc2cc(C(=O)O)c(=O)oc2c1	-3	-4
C[C@H](CO)N1C[C@H](C)[C@@H](CN(C)Cc2ccc(Cl)c(Cl)c2)Oc2c(NS(=O)(=O)c3ccc(F)cc3)cccc2C1=O	-2	-9
CCCCn1c(N)c(N(CC(C)C)C(=O)c2ccc(N3C(=O)CCC3=O)cc2)c(=O)[nH]c1=O	5	-4
O=C(NCC1CCCO1)C(c1ccccn1)N(Cc1ccccc1Cl)C(=O)CN1C(=O)c2ccccc2S1(=O)=O (configuration not stated)	14	-4
Cc1cccc(C2=N/C(=C/c3cccs3)C(=O)O2)c1	2	0
Cc1csc(SC(C)C(=O)Nc2ccc(F)cc2Cl)n1 (configuration not stated)	-3	4
COc1ccc(NC(=S)Nc2ccc(S(=O)(=O)N3CCCCC3)cc2)cc1	0	-17
CN1CCN(NC(=O)CC(C)(C)C)CC1	5	-11
CCS(=O)(=O)c1c(S(=O)(=O)CC)c2ccccn2c1C(N)=O	12	-5
COc1ccccc1NC(=O)CSc1nnc(Cn2nnc(-c3ccccc3)n2)n1-c1ccccc1	29	0
CC(C)(C)OC(=O)N1CCC(C(=O)Nc2ccc(C(=O)NC3CC3)cc2)CC1	9	-5
N#Cc1cnc(SCC(=O)N2CCCCC2)nc1N	7	3
CCc1ccc(C(=O)NNC(=O)CN2C(=O)NC(CC)(c3ccccc3)C2=O)cc1 (configuration not stated)	5	0
CNS(=O)(=O)c1ccc(CNC[C@H]2O[C@@H](n3cc(C)c(=O)[nH]c3=O)C[C@@H]2O)cc1	9	-7
NS(=O)(=O)c1ccc(NC(=O)CN2CCc3ccccc32)cc1	-1	7
CCOc1cc(C(=S)N2CCOCC2)ccc1OS(=O)(=O)c1ccc(Br)cc1	-8	-9
c1ccc(-c2nc(NCc3ccco3)c3ccccc3n2)cc1	7	13
CC(C)S(=O)(=O)c1csc(C(=O)NN)c1-n1cccc1	3	-12
COc1ccccc1NC(=O)N1CCCC1C(=O)NC12CC3CC(CC(C3)C1)C2 (configuration not stated)	6	43
